Screens (PubChem BioAssay)
S2 tox: viability counter-screen for ATXN expression inhibitors; S2 cells (HEK-293 line with an ATXN2-luciferase reporter) viability, CellTiter-Fluor protease fluorescence, 24 h; AID 651635; Potency, µM (series often up to 56.7 µM), most hits filed as cytotoxic; 0.49% of 400,000 active; also: nearly all actives have a fitted effect of over 40% in size
Nrf2 inh: inhibitors of Nrf2 signaling; A549 ARE-Fluc reporter, luciferase luminescence, 18-24 h; Potency, µM (titrated, usually from 46 µM), for inactives: at the top dose activity change, negative = inhibition, usual class: inhibitors; 2.1% of 360,000 active; AID 504444; also: % is scaled to controls: 0 for no effect and ±100 for the full control effect; nearly all actives have a fitted effect of over 60% in size
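Two sequential reads on A549 ARE_Fluc cells exposed to compound for 18-24 h: a CellTiter-Fluor fluorescence read for viability, then a luciferase luminescence read for Nrf2/ARE activity.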
HepG2 viability: counter-screen for TGF-b inhibitors: cytotoxicity in HepG2 cells. 0.76% of 410,000 active. HepG2 CAGA-GFP viability, ATP luminescence, 18 h. Potency, µM (series often up to 46.1 µM), for inactives: at the top dose activity change, negative = cytotoxicity, most hits filed as cytotoxic; also: some results filed as inactive show a strong effect at the top dose
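CellTiter-Glo luminescence gave cytotoxicity after 18 hours at 37 degrees C. The cells were HepG2 CAGA-GFP in 1% FBS DMEM, stimulated with 500 pg/mL TGF-beta after compound addition. %Activity was normalised to no-cell wells (complete cell-killing) and DMSO (no toxicity), and curves were fitted and classified.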
Nrf2 activator: activates Nrf2 signaling; AREc32 ARE-luciferase reporter (MCF7-derived line), luminescence, 24 h; Potency, µM (highest dose often 46.1 µM), for inactives: at the highest dose activation, most hits filed as activators; 0.31% of 410,000 active; AID 624171; also: % of control where 0% means no effect; nearly all actives have a fitted effect of over 65% in size
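Reporter line AREc32 (ARE-Fluc), seeded overnight in OPTI-MEM with 5% FBS; compound pin-transferred, 24 hr at 37 deg C, 5% CO2; luminescent read-out.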
EPAC2 antagonist: blocks human EPAC2 exchange factor; EPAC2 GEF exchange of Rap1B-BODIPY-GDP, fluorescence; Potency, µM (highest dose often 114 µM), for inactives: top-dose activity, negative = inhibition, actives largely listed as inhibitors; 0.18% of 360,000 active; AID 720708; Q8WZA2; also: % is scaled to controls: 0 for no effect and ±100 for the full control effect; nearly all actives have a fitted effect of over 45% in size; many of its hits are not listed in these tables
Target sequence (Q8WZA2 whole entry, looked up): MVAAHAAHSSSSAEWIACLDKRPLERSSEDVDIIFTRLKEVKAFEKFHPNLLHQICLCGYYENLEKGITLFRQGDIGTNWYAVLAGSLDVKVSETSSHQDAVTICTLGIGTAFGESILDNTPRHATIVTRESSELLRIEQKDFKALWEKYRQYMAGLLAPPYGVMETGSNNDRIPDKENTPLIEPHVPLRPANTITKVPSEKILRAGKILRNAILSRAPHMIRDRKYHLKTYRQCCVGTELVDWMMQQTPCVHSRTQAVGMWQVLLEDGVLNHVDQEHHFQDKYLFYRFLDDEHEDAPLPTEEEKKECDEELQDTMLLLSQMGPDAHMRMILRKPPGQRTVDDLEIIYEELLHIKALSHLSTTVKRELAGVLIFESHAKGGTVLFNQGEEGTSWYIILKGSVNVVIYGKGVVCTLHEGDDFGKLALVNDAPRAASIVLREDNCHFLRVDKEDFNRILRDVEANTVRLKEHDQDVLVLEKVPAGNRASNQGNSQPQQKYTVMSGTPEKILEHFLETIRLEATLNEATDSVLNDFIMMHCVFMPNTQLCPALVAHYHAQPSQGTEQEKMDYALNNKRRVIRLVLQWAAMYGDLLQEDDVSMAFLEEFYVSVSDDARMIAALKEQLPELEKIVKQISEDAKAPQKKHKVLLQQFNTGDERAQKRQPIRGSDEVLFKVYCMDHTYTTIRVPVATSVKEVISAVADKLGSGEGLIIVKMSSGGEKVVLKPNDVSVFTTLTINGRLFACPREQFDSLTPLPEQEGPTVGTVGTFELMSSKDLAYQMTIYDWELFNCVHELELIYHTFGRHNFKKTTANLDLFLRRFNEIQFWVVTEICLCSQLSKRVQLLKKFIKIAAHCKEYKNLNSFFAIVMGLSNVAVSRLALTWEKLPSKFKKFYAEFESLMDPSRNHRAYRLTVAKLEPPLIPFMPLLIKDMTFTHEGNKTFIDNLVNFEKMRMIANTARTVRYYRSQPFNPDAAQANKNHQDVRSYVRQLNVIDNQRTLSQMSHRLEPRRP
ATXN2 expr inh: ATXN2 expression inhibition. Potency, µM (titrated, usually from 57 µM), without a hit: at the top dose activity change, negative = inhibition, most hits filed as inhibitors. AID 1745845. HEK-293 ATXN2-luciferase reporter, luminescence, 24 h. 0.72% of 360,000 active; also: % is scaled to controls: 0 for no effect and ±100 for the full control effect; nearly all actives have a fitted effect of over 55% in size
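ATXN2-luciferase reporter cells (luciferase flanked by upstream and downstream ATXN2 gene portions) were treated 24 h at 37 °C with compounds at up to 57 uM. SteadyGlo luminescence gave expression; GF-AFC fluorescence gave viability.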
TGFb SMAD3 inh: inhibitors of TGF-b signaling; HepG2 CAGA-GFP TGF-b/SMAD3 reporter, GFP fluorescence, 18 h; TGF-beta stimulated, 500 pg/mL final; Potency, µM (titrated, usually from 46.1 µM), for the others: at the highest dose activity, negative = inhibition, usual class: inhibitors; 1.2% of 410,000 active; AID 588855; also: % is scaled to controls: 0 for no effect and ±100 for the full control effect; nearly all actives have a fitted effect of over 65% in size
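Per well, imaged GFP fluorescence of HEPG2 CAGA-GFP cells gives the signal; cells get compound, then TGF-beta (500 pg/mL final), 18 h at 37 degrees C; %Activity versus -TGF-beta and +DMSO controls.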
A549 tox: kills or reduces viability of A549 cells in Nrf2 counter-screen. A549 ARE-Fluc cells, CellTiter-Fluor viability, 18-24 h. Potency, µM (series often up to 46 µM), for the others: at the highest dose activity change, negative = cytotoxicity, actives largely listed as inhibitors. 0.16% of 390,000 active. AID 504648; also: % is scaled to controls: 0 for no effect and ±100 for the full control effect
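Cytotoxicity counterscreen: CellTiter-Fluor fluorescence was measured in A549 ARE_Fluc cells after 18-24 h of compound exposure in a concentration series. The subsequent BugLite luminescent read reports ARE-luciferase activity.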
MCF10A rerep: induces DNA re-replication in MCF 10a normal breast cells; MCF 10A DNA re-replication, Hoechst nuclear intensity, 48 h; Potency, µM (titrated, usually from 46.1 µM), for the others: top-dose activity, positive = re-replication, hits mostly activators; 2.9% of 350,000 active; also: % of control where 0% means no effect; nearly all actives have a fitted effect of over 50% in size
Starred values were filed as active, the others as inactive; [ ] = remark or other dose. Calls follow the shape of the dose curve; as a rule, active = well fitted curve in the direction sought with a large enough effect; inconclusive = small, poorly fitted or top-dose-only effect, or another doubt; inactive = no such curve, though single readings can be large; an effect the other way counts as inactive or inconclusive. Potency is read from the fitted curve at half-maximal effect.

What do the screens show for `CCCCOC(=O)c1ccc(NC(=O)CN2C(=O)NC3(CCCCCC3)C2=O)cc1`?
S2 tox: inactive; Nrf2 inh: 16%; HepG2 viability: -34%; Nrf2 activator: 4.8%; EPAC2 antagonist: -12%; ATXN2 expr inh: -6%; TGFb SMAD3 inh: inconclusive; A549 tox: 0%; MCF10A rerep: inconclusive

How did CN(C(=O)c1cccc(NC(=O)Cc2ccc(NC(=O)C3CCN(C(=O)C4CCCC4)CC3)cc2)c1)C1CC1 do in these assays?
S2 tox: inactive; Nrf2 inh: -2%; HepG2 viability: 6%; Nrf2 activator: 0.3%; EPAC2 antagonist: -5%; ATXN2 expr inh: 1%; TGFb SMAD3 inh: -10%; A549 tox: -2%; MCF10A rerep: 1%

What do the screens show for `C[C@@H]1CN([C@H](C)CO)C(=O)CCCn2cc(nn2)CO[C@H]1CN(C)C(=O)Nc1ccc(C(C)(C)C)cc1`?
S2 tox: inactive; HepG2 viability: -18%; Nrf2 activator: 0.0%; EPAC2 antagonist: 13%; ATXN2 expr inh: 12%; TGFb SMAD3 inh: 6%

What do the screens show for `CCOC1=C2[C@@H](CN(S(=O)(=O)c3ccc(C)cc3)[C@H]2c2cccc3ccccc23)[C@H]2C(=O)N(Cc3ccccc3)C(=O)[C@H]2C1`?
S2 tox: inconclusive; HepG2 viability: -27%; Nrf2 activator: 0.6%; EPAC2 antagonist: -11%; ATXN2 expr inh: 5%; TGFb SMAD3 inh: inconclusive

How did COc1cccc(N2C(=O)N(c3ccccc3Cl)C3CS(=O)(=O)CC32)c1 (configuration not stated) do in these assays?
S2 tox: inactive; Nrf2 inh: 21%; HepG2 viability: 13%; Nrf2 activator: -0.5%; EPAC2 antagonist: 20%; ATXN2 expr inh: 3%; TGFb SMAD3 inh: 8%; A549 tox: -6%; MCF10A rerep: 1%

Results for O=C(COc1ccccc1-c1ccccc1)N/N=C/c1cccnc1 ?
S2 tox: inconclusive; Nrf2 inh: -15%; HepG2 viability: -21%; Nrf2 activator: 1.1%; EPAC2 antagonist: -26%; ATXN2 expr inh: -39%; TGFb SMAD3 inh: -13%; A549 tox: -12%; MCF10A rerep: inconclusive

How did COc1ccccc1N1CN(S(=O)(=O)c2ccc(C)cc2)c2nc3ccccc3nc21 do in these assays?
S2 tox: inconclusive; Nrf2 inh: -3%; HepG2 viability: -16%; Nrf2 activator: 3.3%; EPAC2 antagonist: -3%; ATXN2 expr inh: 6%; TGFb SMAD3 inh: inconclusive; A549 tox: 0%; MCF10A rerep: 11%

Results for Cc1ccc(S(=O)(=O)Nc2ccccc2C=Nc2cccc(C)c2C)cc1 ?
S2 tox: inactive; Nrf2 inh: 24%; HepG2 viability: -51%; Nrf2 activator: 2.3%; EPAC2 antagonist: -5%; ATXN2 expr inh: 2%; TGFb SMAD3 inh: inconclusive; A549 tox: 7%; MCF10A rerep: inconclusive

Results for O=C(Nc1ccc(N2CCCCC2)cc1)c1ccc([N+](=O)[O-])o1 ?
S2 tox: inconclusive; Nrf2 inh: inconclusive; HepG2 viability: -68%; Nrf2 activator: inconclusive; EPAC2 antagonist: 5%; ATXN2 expr inh: 4%; TGFb SMAD3 inh: inconclusive; A549 tox: inconclusive; MCF10A rerep: inconclusive

What do the screens show for `COc1ccccc1CNC(=O)[C@H](C)NC(=O)C1CCN(C(=O)[C@@H](N)C(C)C)CC1`?
S2 tox: inactive; Nrf2 inh: 4%; HepG2 viability: 2%; Nrf2 activator: -0.2%; EPAC2 antagonist: 25%; ATXN2 expr inh: 2%; TGFb SMAD3 inh: -2%; A549 tox: -6%; MCF10A rerep: -10%

How did O=C(C1CCCCC1)N1CCCc2ccccc21 do in these assays?
S2 tox: inactive; HepG2 viability: 2%; Nrf2 activator: 0.3%; EPAC2 antagonist: 5%; ATXN2 expr inh: 17%; TGFb SMAD3 inh: 7%; A549 tox: 0%; MCF10A rerep: 12%

How did CCOc1ccc(CCNC(=O)c2cnc(C)cn2)cc1OCC do in these assays?
S2 tox: inactive; Nrf2 inh: 2%; HepG2 viability: 0%; Nrf2 activator: 0.2%; EPAC2 antagonist: 2%; ATXN2 expr inh: 5%; TGFb SMAD3 inh: 12%; A549 tox: 8%; MCF10A rerep: 12%

Results for Cc1[nH]c2ccccc2c(=O)c1CN1CCCCC1 ?
S2 tox: inactive; Nrf2 inh: 11%; HepG2 viability: -13%; Nrf2 activator: -0.7%; EPAC2 antagonist: 9%; ATXN2 expr inh: 1%; TGFb SMAD3 inh: 0%; A549 tox: 13%; MCF10A rerep: inconclusive

What do the screens show for `O=C1C2CCCN2C(c2ccccc2)N1c1ccc(F)cc1` (configuration not stated)?
S2 tox: inactive; Nrf2 inh: 19%; HepG2 viability: 5%; Nrf2 activator: -0.2%; EPAC2 antagonist: 18%; ATXN2 expr inh: 7%; TGFb SMAD3 inh: 3%; A549 tox: 5%; MCF10A rerep: 0%

What do the screens show for `O=C(c1ccc(Cn2c(=O)[nH]c3ccccc3c2=O)cc1)N1CCN(c2ccccn2)CC1`?
S2 tox: inactive; Nrf2 inh: inconclusive; HepG2 viability: -15%; Nrf2 activator: -0.9%; EPAC2 antagonist: 3%; ATXN2 expr inh: -19%; TGFb SMAD3 inh: inconclusive; A549 tox: -1%; MCF10A rerep: -1%

How did c1ccc2[nH]c(SCc3cn4ccccc4n3)nc2c1 do in these assays?
S2 tox: inactive; Nrf2 inh: inconclusive; HepG2 viability: -6%; Nrf2 activator: -0.2%; EPAC2 antagonist: -5%; ATXN2 expr inh: 5%; TGFb SMAD3 inh: -7%; A549 tox: 3%; MCF10A rerep: 1%

How did C=CCN(c1ccccc1)S(=O)(=O)c1cccc(C(=O)NCC(c2ccccc2OC)N2CCCC2)c1 (configuration not stated) do in these assays?
S2 tox: inconclusive; Nrf2 inh: 8%; HepG2 viability: -20%; Nrf2 activator: 0.0%; EPAC2 antagonist: 5%; ATXN2 expr inh: inconclusive; TGFb SMAD3 inh: -5%; A549 tox: 0%; MCF10A rerep: 85%

What do the screens show for `COc1ccc(NC(=O)Cc2c[nH]c3ccccc23)cc1S(=O)(=O)N1CCOCC1`?
S2 tox: inactive; Nrf2 inh: 0%; HepG2 viability: -17%; Nrf2 activator: 6.2%; EPAC2 antagonist: -4%; ATXN2 expr inh: 11%; TGFb SMAD3 inh: 6%; A549 tox: 1%; MCF10A rerep: 15%

How did CS(=O)(=O)N(CC(=O)N1CCN(Cc2ccccc2)CC1)c1ccc2c(c1)OCCO2 do in these assays?
S2 tox: inactive; Nrf2 inh: 5%; HepG2 viability: -21%; Nrf2 activator: -0.1%; EPAC2 antagonist: 7%; ATXN2 expr inh: 1%; TGFb SMAD3 inh: 2%; A549 tox: inconclusive; MCF10A rerep: 15%

How did Cc1cccc(NC(=S)NC(C)C(c2ccccc2)N2CCN(C)CC2)c1C (configuration not stated) do in these assays?
S2 tox: inactive; Nrf2 inh: -5%; HepG2 viability: -12%; Nrf2 activator: -0.3%; EPAC2 antagonist: -13%; ATXN2 expr inh: -14%; TGFb SMAD3 inh: 7%; A549 tox: -3%; MCF10A rerep: -3%

No new results follow: entries from further up.
What do the screens show for `O=C(c1ccc(Cn2c(=O)[nH]c3ccccc3c2=O)cc1)N1CCN(c2ccccn2)CC1`?
S2 tox: inactive; Nrf2 inh: inconclusive; HepG2 viability: -15%; Nrf2 activator: -0.9%; EPAC2 antagonist: 3%; ATXN2 expr inh: -19%; TGFb SMAD3 inh: inconclusive; A549 tox: -1%; MCF10A rerep: -1%

How did c1ccc2[nH]c(SCc3cn4ccccc4n3)nc2c1 do in these assays?
S2 tox: inactive; Nrf2 inh: inconclusive; HepG2 viability: -6%; Nrf2 activator: -0.2%; EPAC2 antagonist: -5%; ATXN2 expr inh: 5%; TGFb SMAD3 inh: -7%; A549 tox: 3%; MCF10A rerep: 1%

The list continues:
What do the screens show for `CCCc1nc(NCC2CCCO2)c2nnn(Cc3ccccc3)c2n1` (configuration not stated)?
S2 tox: inactive; Nrf2 inh: inconclusive; HepG2 viability: -1%; Nrf2 activator: 4.8%; EPAC2 antagonist: -3%; ATXN2 expr inh: 4%; TGFb SMAD3 inh: -4%; A549 tox: -2%; MCF10A rerep: -3%

How did O=C(O)COc1ccc(NC(=O)c2ccc3c(c2)C(=O)N(C2CCCCC2)C3=O)cc1 do in these assays?
S2 tox: inactive; Nrf2 inh: 5%; HepG2 viability: -7%; Nrf2 activator: 0.2%; EPAC2 antagonist: -3%; ATXN2 expr inh: 7%; TGFb SMAD3 inh: -1%; A549 tox: 6%; MCF10A rerep: -1%

Results for C=C(CCC(=O)c1ccccc1)C(=O)c1ccccc1 ?
S2 tox: inconclusive; Nrf2 inh: -13%; HepG2 viability: 10µM*; Nrf2 activator: inconclusive; EPAC2 antagonist: -7%; ATXN2 expr inh: inconclusive; TGFb SMAD3 inh: -33%; A549 tox: -1%; MCF10A rerep: 9.2µM*

Results for O=C(Nc1cnn(Cc2ccc(F)cc2)c1)c1cnccn1 ?
S2 tox: inactive; Nrf2 inh: 30%; HepG2 viability: 5%; Nrf2 activator: 0.0%; EPAC2 antagonist: -10%[57.1 µM]; ATXN2 expr inh: 4%; TGFb SMAD3 inh: -2%; A549 tox: -5%; MCF10A rerep: inconclusive

Results for COc1ccc(NC(=O)N(C2CCCCC2)C(C)c2cccnc2)c(OC)c1 (configuration not stated) ?
S2 tox: inactive; Nrf2 inh: 8%; HepG2 viability: 2%; Nrf2 activator: 2.2%; EPAC2 antagonist: -3%; ATXN2 expr inh: -4%; TGFb SMAD3 inh: 6%; A549 tox: -8%; MCF10A rerep: 1%

How did NC(=O)CCNC(=O)c1ccc(Cl)cc1 do in these assays?
S2 tox: inactive; Nrf2 inh: 20%; HepG2 viability: -17%; Nrf2 activator: 0.3%; EPAC2 antagonist: 1%; ATXN2 expr inh: -3%; TGFb SMAD3 inh: -3%; A549 tox: 12%; MCF10A rerep: -3%

These rows are one share of the data. The share of hits here may be higher or lower than overall.
